High-throughput results as filed in PubChem BioAssay.
MT1-MMP act inh = MT1-MMP (human) activation inhibition. P50281. GFP/RFP ratio change, % at 20 µM. 360,000 tested, 0.061% active. HT1080 RFP-PRO-GFP cells, GFP/RFP ratio fluorescence, overnight; percent of plate control window, DMSO zero;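 active means GFP/RFP ratio change of at least 30% with cell ATP level not reduced by more than half and red fluorescence within 50% of control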; further: strong numbers were not always called active
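Assay system: HT1080 cells carrying an RFP-PRO-GFP reporter | Dosing: Single dose of 20 µM compound, 1% DMSO final | Incubation: Cells overnight before dosing, compound overnight, 37 °C, 5% CO2 | Evaluation: GFP/RFP fluorescence ratio | Control set: DMSO and RFP-L50D-GFP cell wells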
SKN-1 inh = blocks SKN-1 activity in C. elegans | inhibition, % at 21.8 µM | 360,000 tested, 0.49% active | C. elegans VP596 Pgst-4::GFP/RFP ratio, acrylamide-induced, 24 h | AID 624304;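 active means interference check ratio from 0.5 to 1.5 plus GFP to RFP signal ratio inhibition reaching or exceeding a fixed threshold, cut at about 30% in these data, passing the limit was not always enough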; further: some compounds called inactive have numbers as strong as hits
Rin1 Abl inh = human Rin1-Abl interaction inhibition; TR-FRET Rin1/Abl binding, biochemical; inhibition, % at 7.35 µM; 360,000 tested, 0.4% active; in the data active means inhibition above about 5%, passing the limit was not always enough
MLLE-PAM2 inh = inhibitors of microRNA-mediated deadenylation, human PABP1 MLLE binding | inhibition, % at 20 µM | P11940 | GST-MLLE / FITC-PAM2 fluorescence polarization | AID 588489 | 360,000 tested, 0.36% active; in the data active means inhibition above about 35%, passing the limit was not always enough;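 further: plate controls were DMSO wells with GST-MLLE for no effect and wells lacking GST-MLLE protein for full effect; some results filed as inactive read as strong as hits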
FAS TE block = inhibitors of human fatty acid synthase thioesterase domain. recombinant FAS-TE, OMFH fluorogenic substrate, fluorescence endpoint. AID 602261. P49327. 360,000 tested, 0.67% active. inhibition, % at 15 µM;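 active means compounds whose normalised, plate-corrected inhibition of enzyme fluorescence in the single-dose primary screen is 50% or more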;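 further: 0% = DMSO with enzyme and 100% = substrate without enzyme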
NadD block = NadD (S. aureus) enzyme inhibition. purified NadD enzyme, colorimetric absorbance read-out. inhibition, % at 20 µM. 360,000 tested, 0.78% active. AID 602399; in the data active means inhibition above about 26%; further: some compounds past the cut are filed as inactive
Rpn11 block = blocks the human proteasome subunit Rpn11; human 26S proteasome, Ub4-pepOG fluorescence polarization; 20S core pre-blocked with epoxomicin; calls only at 20 µM; 360,000 tested, 0.59% active;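 active means inhibition at 20 µM, scaled to each plate's controls, above about 33%, limit read from the data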
Target sequence (O00487 whole entry, looked up): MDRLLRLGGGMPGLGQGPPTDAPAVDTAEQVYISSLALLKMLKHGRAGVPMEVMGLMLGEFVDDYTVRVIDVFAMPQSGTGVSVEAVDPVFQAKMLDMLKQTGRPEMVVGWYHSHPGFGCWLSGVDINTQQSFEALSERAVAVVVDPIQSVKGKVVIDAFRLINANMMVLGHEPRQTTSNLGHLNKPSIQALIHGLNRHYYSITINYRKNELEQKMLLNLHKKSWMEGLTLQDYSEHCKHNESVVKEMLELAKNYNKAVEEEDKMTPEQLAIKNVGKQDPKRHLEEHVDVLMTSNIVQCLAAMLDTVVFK
Neddylation inh = cullin neddylation inhibition | P61081+Q13564 | TR-FRET cullin neddylation, biochemical | calls only at 25 µM | 360,000 tested, 0.58% active; in the data active means inhibition above about 36%
Target sequence (P61081 whole entry, looked up): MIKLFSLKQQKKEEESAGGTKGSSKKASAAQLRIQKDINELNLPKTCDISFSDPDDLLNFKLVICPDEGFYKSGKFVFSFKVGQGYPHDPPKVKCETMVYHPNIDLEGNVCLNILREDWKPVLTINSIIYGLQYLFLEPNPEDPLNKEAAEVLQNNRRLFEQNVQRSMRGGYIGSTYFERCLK
Target sequence (Q13564 whole entry, looked up): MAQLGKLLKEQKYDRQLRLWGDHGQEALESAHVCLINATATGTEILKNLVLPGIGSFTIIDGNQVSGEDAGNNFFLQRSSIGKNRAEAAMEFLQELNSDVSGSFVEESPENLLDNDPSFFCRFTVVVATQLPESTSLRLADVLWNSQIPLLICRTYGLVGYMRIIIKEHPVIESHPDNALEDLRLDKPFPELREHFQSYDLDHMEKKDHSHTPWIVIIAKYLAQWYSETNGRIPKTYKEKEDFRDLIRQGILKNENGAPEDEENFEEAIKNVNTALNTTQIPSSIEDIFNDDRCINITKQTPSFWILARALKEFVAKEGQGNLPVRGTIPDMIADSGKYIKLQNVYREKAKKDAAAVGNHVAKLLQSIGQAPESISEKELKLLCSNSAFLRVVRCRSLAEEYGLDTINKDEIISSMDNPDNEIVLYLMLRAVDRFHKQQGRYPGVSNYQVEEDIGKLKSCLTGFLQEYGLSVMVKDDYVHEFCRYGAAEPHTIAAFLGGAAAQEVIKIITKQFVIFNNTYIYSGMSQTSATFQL
CSN deneddyl inh = inhibitors of human CSN-mediated cullin deneddylation | Q92905 | Purified CSN, SCF-Nedd8-OG deneddylation, fluorescence polarization | inhibition, % at 12.5 µM | 360,000 tested, 0.38% active;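 active means pattern-corrected inhibition above about 35%, with an unprinted fluorescence ratio check between 0.5 and 1.5, limit read from the data, passing the limit was not always enough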;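 further: 0% = enzyme with substrate and 100% = substrate without enzyme; some results filed as inactive read as strong as hits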
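Assay system: purified human Csn5 enzyme expressed in HEK293T cells; measure: % inhibition; also added: SCFSkp2-Nedd8OG substrate at 10 nM final; technique: fluorescence polarization; times: reaction 90 min, room temperature; medium: Tris buffer pH 7.5, NaCl, DTT, Tween-20, trehalose, ovalbumin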
* = called active by the depositor; i = inactive; . = not tested or not shown.

No.	molecule	MT1-MMP act inh	SKN-1 inh	Rin1 Abl inh	MLLE-PAM2 inh	FAS TE block
1	COc1ccc(-c2oc3ccccc3c2C(=O)OCc2ccccc2)cc1	-1	-11	-1	-5	22
2	CCOP(=O)(OCC)c1ccc2c(c1)C(=O)c1ccccc1CC2	-3	10	-1	-4	0
3	O=C(NCC1CC1)Nc1cccc(Cl)c1	0	7	1	-11	-4
4	C#CCOCCOCCOCCNc1nc(N2CCN(C(=O)[C@H](CO)n3cc([C@@H](N)C(C)C)nn3)CC2)nc(N2CCN(C(=O)[C@H](CCCCN)n3cc([C@@H](N)[C@H](C)CC)nn3)CC2)n1	-2	16	-2	-6	-11
5	CCOC(=O)C1CCCc2c1[nH]c1c(C(=O)O)cccc21 (stereo not drawn)	-1	2	-2	14	-6
6	COc1ccc(C2c3ccc(O)cc3Oc3ncn(CCN4CCOCC4)c(=N)c32)cc1OC (stereo not drawn)	-38	17	-1	106	-29
7	CCCCC1(O)CC(C(F)(F)F)=NN1C(=O)COc1ccccc1 (stereo not drawn)	-4	7	4	1	0
8	O=C(CSc1nnnn1C1CCCCC1)Nc1nc2c(s1)CCCC2	10	10	-2	-7	-8
9	O=C(NCCc1ccccc1)C1CCCN(S(=O)(=O)c2cnc[nH]2)C1 (stereo not drawn)	-4	6	-4	5	-3
10	Cn1c(SCC(=O)Nc2ccc3c(c2)OCCO3)nnc1-c1ccccn1	0	-5	-3	-8	-7
11	CC1CCN(C(=O)CSc2ccc(-c3cccnc3)nn2)CC1	1	-2	2	-8	-3
12	COc1ccc(-c2csc(N(CC3CCCO3)C(=O)c3ccc(C)cc3)n2)cc1 (stereo not drawn)	-1	22	1	9	37
13	O=C(Cc1ccc(Cl)cc1)Nc1ccc(Cl)cn1	-5	20	-3	2	6
14	O=C(CSCc1ccccc1)Nc1ccc2c(c1)C(=O)NC2=O	-4	4	0	14	-6
15	CC(=O)c1ccc(S(=O)(=O)Nc2ccc(Cl)c(S(=O)(=O)N3CCCC3)c2)cc1	-2	9	2	21	-4

No.	NadD block	Rpn11 block	Neddylation inh	CSN deneddyl inh
1	-10	i	.	4
2	-1	i	i	1
3	-2	i	i	2
4	-4	i	i	7
5	4	i	i	-1
6	-2	i	i	-39
7	-7	i	i	-2
8	-2	i	i	-2
9	1	i	i	-10
10	-2	i	i	2
11	0	i	i	3
12	8	i	i	-5
13	1	i	i	2
14	-1	i	i	-4
15	5	i	i	-1

Further results follow.
No.	molecule	MT1-MMP act inh	SKN-1 inh	Rin1 Abl inh	MLLE-PAM2 inh	FAS TE block
16	Oc1ccc(C[C@H]2CNC(=S)N2CC2CCCN2C[C@H](Cc2ccccc2)N2C[C@H](Cc3ccc(O)cc3)N(CC3CCCCC3)C2=S)cc1 (stereo partly drawn)	-4	18	2	6	-82
17	Cc1ccc(NC2=NCC(=O)N2C2CCCC2)cc1C	-1	9	4	5	-4
18	NC(=S)N/N=C1\CC(n2nnnc2-c2ccccc2Cl)C2COC1O2 (stereo not drawn)	-1	1	-5	10	-2
19	COP(=O)(OC)c1nc(-c2cccc3ccccc23)oc1N1CCCCC1	-2	0	-2	9	3
20	CS(=O)(=O)NCc1ccc(C(=O)NC2CCCCC2)cc1	5	2	-4	-1	-6
21	NS(=O)(=O)c1ccc(CNC(=O)c2ccc(S(=O)(=O)NCc3ccco3)cc2)cc1	1	0	-1	11	-6
22	Cn1c2c(c(=O)n(C)c1=O)C(c1cccc([N+](=O)[O-])c1)Nc1ccccc1O2 (stereo not drawn)	2	13	-2	9	18
23	Cc1cc(NC(=O)c2cnn3cccnc23)nn1CC(=O)Nc1cccnc1	6	21	-3	0	-4
24	CCOc1ccccc1NC(=O)NS(=O)(=O)c1ccc(C)cc1	3	2	-3	1	-1
25	COc1ccc(CNC(=O)c2cc(S(=O)(=O)N3CCOCC3)cn2C)cc1	5	-2	2	10	-2
26	CC(=O)Nc1ccccc1C(=O)N1CCN(Cc2ccccc2)CC1	2	6	-2	-1	-6
27	CCn1c(=O)c(=O)[nH]c2cc(C(=O)NC3CC3)ccc21	1	2	-1	0	-9
28	Cc1ccc(S(=O)(=O)/N=C(\c2ccccc2)N(C)S(=O)(=O)c2ccccc2)cc1	1	-7	0	13	3
29	COc1ccc2cc(CN(Cc3ccco3)Cc3nnnn3C3CCCCC3)c(=O)[nH]c2c1	-9	5	1	1	27
30	O=S(=O)(Nc1ccc(F)cc1Cl)c1ccc(-c2cnc(C3CC3)o2)cc1	-1	-3	-5	-2	9

No.	NadD block	Rpn11 block	Neddylation inh	CSN deneddyl inh
16	53*	i	i	1
17	-2	i	i	-1
18	-1	i	i	2
19	10	i	.	3
20	-2	i	i	1
21	-4	i	i	-5
22	0	i	i	1
23	0	i	i	-1
24	-2	i	i	0
25	0	i	i	-3
26	6	i	i	1
27	-5	i	i	-1
28	-8	i	i	-4
29	4	i	i	-1
30	-2	i	i	-2

Continued:
No.	molecule	MT1-MMP act inh	SKN-1 inh	Rin1 Abl inh	MLLE-PAM2 inh	FAS TE block
31	Cc1ccc2c(CC(=O)OCn3nnc4ccccc4c3=O)coc2c1	29	15	-2	-3	27
32	Cc1ccc(NC(=O)CN2C(=O)N/C(=C/c3ccccc3OCc3cccc(C(=O)O)c3)C2=O)cc1	1	-3	-1	16	-2
33	Cc1ccc(CCNC(=O)C2CCN(S(=O)(=O)c3cccc4nsnc34)CC2)cc1	-3	-7	-2	2	-9
34	O=C(COC(=O)CNC(=O)C1CCCCC1)Nc1ccc(F)c([N+](=O)[O-])c1	0	6	1	4	40
35	CS(=O)(=O)N(Cc1ccc(C(=O)NCCSc2ccccn2)cc1)c1ccccc1	-8	-2	1	16	-7
36	O=C(O)c1ccccc1Sc1ccccc1S(=O)(=O)NC1CCCCC1	-3	11	3	6	-5
37	CC[C@@]1(C(=O)OC)N[C@H](CN(C)C(=O)c2ccc(C(C)(C)C)cc2)[C@@H]2C(=O)N(Cc3ccccc3)C(=O)[C@@H]21	0	8	-5	14	11
38	CS(=O)(=O)Oc1ccc(Br)c2cccnc12	0	1	0	13	-9
39	CCOC(=O)/C=c1\s/c(=C\c2ccc(-c3ccccc3)cc2)c(=O)n1CC(=O)NCc1ccc2c(c1)OCO2	3	-11	0	-44	1
40	COc1ccc(C(=O)NCC(=O)OCC(=O)N2CCCc3ccccc32)cc1	0	10	0	1	-4
41	O=C(NCC1CCCCC1)c1cccc([N+](=O)[O-])c1	-3	14	4	2	27
42	CC1(C)CC(=O)C2=C(C1)NC1=C(C(=O)c3ccccc31)C2c1ccccc1 (stereo not drawn)	5	8	-8	1	6
43	COc1ccc(-c2csc(-n3ncc(-c4ccccn4)c3N)n2)cc1	0	4	-1	12	-2
44	C[C@H]1CN([C@@H](C)CO)C(=O)CCCn2nncc2CO[C@@H]1CN(C)Cc1ccccc1	2	0	-5	13	-10
45	CC(C)(C)SC(C(=O)N1CCOCC1)c1ccc(Br)cc1 (stereo not drawn)	2	9	2	0	-4

No.	NadD block	Rpn11 block	Neddylation inh	CSN deneddyl inh
31	-5	i	i	0
32	15	i	i	72*
33	-5	i	i	3
34	-6	i	i	-2
35	0	i	i	-6
36	-3	i	i	3
37	4	i	i	-2
38	-2	i	i	0
39	22	i	.	-8
40	5	i	i	-3
41	-5	i	i	3
42	2	i	i	5
43	1	i	i	1
44	-6	i	i	22
45	-3	i	i	3

Compound profiles, from the list above.
Cn1c2c(c(=O)n(C)c1=O)C(c1cccc([N+](=O)[O-])c1)Nc1ccccc1O2 (stereo not drawn) is listed as MT1-MMP act inh = 2; SKN-1 inh = 13; Rin1 Abl inh = -2; MLLE-PAM2 inh = 9; FAS TE block = 18; NadD block = 0; Rpn11 block = i; Neddylation inh = i; CSN deneddyl inh = 1
COc1ccc(-c2csc(-n3ncc(-c4ccccn4)c3N)n2)cc1 is listed as MT1-MMP act inh = 0; SKN-1 inh = 4; Rin1 Abl inh = -1; MLLE-PAM2 inh = 12; FAS TE block = -2; NadD block = 1; Rpn11 block = i; Neddylation inh = i; CSN deneddyl inh = 1

The main list resumes with the 3 entries that preceded the break.
No.	molecule	MT1-MMP act inh	SKN-1 inh	Rin1 Abl inh	MLLE-PAM2 inh	FAS TE block
43	COc1ccc(-c2csc(-n3ncc(-c4ccccn4)c3N)n2)cc1	0	4	-1	12	-2
44	C[C@H]1CN([C@@H](C)CO)C(=O)CCCn2nncc2CO[C@@H]1CN(C)Cc1ccccc1	2	0	-5	13	-10
45	CC(C)(C)SC(C(=O)N1CCOCC1)c1ccc(Br)cc1 (stereo not drawn)	2	9	2	0	-4
46	Cc1cn([C@H]2C[C@H](O)[C@@H](CNCC3=Cc4cc(O)ccc4OC3)O2)c(=O)[nH]c1=O	0	-5	-3	2	-9
47	OC(c1ccc(CN2CCCCC2)cc1)c1ncc(-c2ccccc2F)[nH]1 (stereo not drawn)	0	5	1	17	-9
48	Cc1ccc(S(=O)(=O)c2cccc(S(=O)(=O)N3CCCC3)c2)cc1S(=O)(=O)N1CCCC1	5	13	-2	1	44
49	COc1ccc(CCNC(=O)C2C3CCC(C3)C2C(=O)O)cc1OC (stereo not drawn)	7	5	2	0	-4
50	O=C(CNS(=O)(=O)c1c(Cl)cccc1Cl)N1CCCCCC1	-2	-20	1	0	-1
51	CC1NC(C)c2c(ccc3ccccc23)O1 (stereo not drawn)	8	-7	1	-9	-7
52	C/C(=N/NC(=O)c1sc(=S)n(C)c1C)c1ccccc1	-3	10	1	1	-1
53	CC1=C(C(=O)OC(C)C)C(c2ccc(N(C)C)cc2)C2=C(CC(C)(C)CC2=O)N1 (stereo not drawn)	-14	10	4	-4	-4
54	Cc1ccccc1N1C(=O)C(Oc2ccc(Cl)cc2)C1CNCC1CCCO1 (stereo not drawn)	1	-4	2	5	4
55	CCOC(=O)c1c(C)n(CCOc2ccccc2)c2ccc(O)cc12	7	3	2	0	-4
56	O=C(CSc1ncccn1)NC(=O)Cc1ccccc1	0	4	-2	-16	-10
57	COc1ccc(NC(=O)CN(C)C(=O)c2ccc(S(=O)(=O)Nc3ccccc3C)cc2)cc1	0	-4	1	5	0
58	CCOc1ccc(NC(=O)NCCN2CCN(c3cccc(C)c3C)CC2)cc1	3	-1	0	8	0
59	Cc1ccc(NC(=O)CCOc2ccccc2)c(C)c1	2	1	2	-14	-4
60	CCNS(=O)(=O)c1ccc(NS(C)(=O)=O)cc1	2	-3	-6	9	0

No.	NadD block	Rpn11 block	Neddylation inh	CSN deneddyl inh
43	1	i	i	1
44	-6	i	i	22
45	-3	i	i	3
46	6	i	i	-2
47	5	i	i	8
48	-6	i	i	-2
49	1	i	i	0
50	-6	i	i	-1
51	1	i	i	2
52	6	i	i	4
53	-3	i	.	7
54	-12	i	i	-2
55	-2	i	i	-3
56	-2	i	i	1
57	0	i	i	-4
58	-4	i	i	0
59	-6	i	i	10
60	-6	i	i	-2

An unsorted share of the library. Share with any hit: about 3.9%.
